Compound activity as filed in PubChem BioAssay.
OXTR potentiator: potentiators of human oxytocin receptor; activation, % at 3 µM; P30559; CHO-OTR cells, Fluo-8 calcium fluorescence, potentiator mode; 0% = oxytocin EC15, 100% = EC100; 320,000 compounds, 0.061% hits;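 active = activation above that plate's cutoff, the mean activation of tested compounds plus 3 SD, cut at about 6.6% in these data, passing the limit was not always enough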;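 note: 100% uses oxytocin at 75 nM as the full agonist control; some results filed as inactive read as strong as hits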
Target sequence (P30559 whole entry, looked up): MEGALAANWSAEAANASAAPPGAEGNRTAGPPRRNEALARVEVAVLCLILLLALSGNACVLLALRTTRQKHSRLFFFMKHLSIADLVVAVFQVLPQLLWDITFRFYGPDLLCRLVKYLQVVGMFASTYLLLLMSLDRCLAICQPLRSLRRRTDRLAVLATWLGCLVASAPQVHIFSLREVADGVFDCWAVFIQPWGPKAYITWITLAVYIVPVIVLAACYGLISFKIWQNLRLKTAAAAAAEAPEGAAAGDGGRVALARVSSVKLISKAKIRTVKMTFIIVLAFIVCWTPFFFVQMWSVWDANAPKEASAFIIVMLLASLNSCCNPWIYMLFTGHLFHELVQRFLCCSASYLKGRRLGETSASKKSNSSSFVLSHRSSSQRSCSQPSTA
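System: human OTR in CHO cells / Also added: sub-maximal oxytocin, roughly EC15 / Control set: EC15 oxytocin low, 75 nM oxytocin high / Schedule: 6 min compound pre-incubation at room temperature, 100 s kinetic read / Compound: single-point 3.0 µM / Replication: singlicate / Technique: Fluo-8 calcium dye fluorescence / Read-out basis: % activation of max/min ratio relative to oxytocin controls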
M1 PAM parental: counter-screen for M1 PAMs: effect in parental CHO-K1 cells. 360,000 compounds, 0.02% hits. activation, % at 3 µM. ATP EC20, Fluo-8 calcium fluorescence; 0% at ATP EC20, 100% at ATP max;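 active = activation above the run cutoff, the mean activation of all test compounds plus 3 SD, cut at about 40% in these data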;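 note: peak over basal fluorescence ratio in a 140 s read after ATP addition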
TAAR1 antag: human TAAR1 antagonism; 360,000 compounds, 1.5% hits; CHO RD-HGA16 TAAR1, Fluo-8 calcium fluorescence, antagonist; Q96RJ0; inhibition, % at 3 µM; AID 624466;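 active = inhibition above a per-plate cutoff, the mean inhibition of test compounds on that plate plus 3 SD, cut at about 49% in these data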;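 note: 0% = DMSO plus EC80 beta-PEA response and 100% = DMSO alone without agonist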
Target sequence (Q96RJ0 whole entry, looked up): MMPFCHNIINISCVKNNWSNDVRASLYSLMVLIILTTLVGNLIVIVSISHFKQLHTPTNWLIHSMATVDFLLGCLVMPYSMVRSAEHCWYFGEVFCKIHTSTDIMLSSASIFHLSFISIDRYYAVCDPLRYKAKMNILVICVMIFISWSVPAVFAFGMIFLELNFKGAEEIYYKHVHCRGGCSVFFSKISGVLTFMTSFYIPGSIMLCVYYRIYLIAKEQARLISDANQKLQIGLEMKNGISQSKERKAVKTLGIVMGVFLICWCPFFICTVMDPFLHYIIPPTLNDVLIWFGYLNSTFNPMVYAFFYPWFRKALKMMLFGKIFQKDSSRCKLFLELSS
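Assay system: RD-HGA16 CHO cells with stable hTAAR1 and Gα16 / Reagent: EC80 β-phenethylamine stimulus / Doses: 3 µM, single point / Timing: dye loading 75 min at 37 °C, then 30 min room temperature / Measured by: Fluo-8 intracellular calcium dye fluorescence, real-time kinetic reads / Controls: vehicle wells and EC80 agonist wells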
TAAR1 agonist: human TAAR1 agonism; CHO RD-HGA16 TAAR1, Fluo-8 calcium fluorescence; vehicle wells 0%, saturating PEA agonist 100%; activation, % at 3 µM; 360,000 compounds, 0.99% hits; AID 624467;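 active = activation above the mean activation of all test compounds in the run plus 3 SD, cut at about 38% in these data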
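System: CHO-derived RD-HGA16 cells with stable Gα16 and human TAAR1 / Times: 17-24 h plating, Fluo-8 75 min 37 °C, 30 min RT / Technique: calcium-sensitive Fluo-8 signal, excitation 470-495, emission 515-575 nm / Measure: % activation relative to PEA EC100 response / Benchmarks: DMSO and PEA EC100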
CHO-K1 Ca ag: counter-screen for M1 agonists: effect in parental CHO-K1 cells | Fluo-8 calcium fluorescence; scaled to maximal ATP response, vehicle zero | activation, % at 3 µM | 360,000 compounds, 0.48% hits | AID 602248; in the data active = activation above about 15%;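 note: untransfected CHO-K1 host cells lacking M1 receptor as counterscreen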
CHO-K1 Ca antag: nonselective inhibitor or artifact in parental CHO-K1 cells; inhibition, % at 3 µM; 360,000 compounds, 0.6% hits; ATP-induced calcium, Fluo-8 fluorescence;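 active = inhibition above a per-plate cutoff, the plate's mean sample inhibition plus 3 SD, cut at about 24% in these data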;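 note: 0% = DMSO plus EC80 ATP and 100% = DMSO alone without ATP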
M1 ag: activates human CHRM1 receptor; P11229; CHO-K1 hM1, Fluo-8 calcium fluorescence, agonist mode; 0% DMSO, 100% acetylcholine EC100; activation, % at 3 µM; 360,000 compounds, 0.33% hits;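 active = activation above the run's mean compound activation plus 3 SD, cut at about 16% in these data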;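 note: peak over basal fluorescence ratio within a 140 s kinetic read after compound addition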
CHO parental Ca: counter-screen for OX1R antagonists: effect in parental CHO cells; parental CHO-K1, ATP-induced calcium, Fluo-8 fluorescence; 330,000 compounds, 0.63% hits; inhibition, % at 5.6 µM; AID 463079;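 active = inhibition above that plate's mean sample inhibition plus 3 SD, cut at about 26% in these data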;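 note: 0% = ATP-challenged DMSO wells and 100% = DMSO wells without ATP; some compounds past the cut are filed as inactive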
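Assay system: untransfected parental CHO cell line. Also added: ATP agonist challenge. Dosing: one dose, 5.6 µM nominal. Measured by: Fluo-8 fluorescence. Read-out: % inhibition. Benchmarks: ATP wells versus no-ATP DMSO wells. Repeats: no replicates.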
V1R ag counter: V1a receptor agonism, counter-screen for OXTR agonists; activation, % at 3 µM; CHO-V1R cells, Fluo-8 calcium fluorescence, agonist mode; 0% DMSO, 100% 3 nM vasopressin; 320,000 compounds, 0.25% hits; P37288;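 active = activation above the mean activation of all tested compounds plus 3 SD, per screening run, cut at about 20% in these data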;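 note: signal is peak over basal fluorescence ratio across a 100 second FLIPR read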
The depositor's hits bear a star; nt = not tested or not shown. Not a hit list (roughly 3.3% active in at least one column).

SMILES | OXTR potentiator | M1 PAM parental | TAAR1 antag | TAAR1 agonist | CHO-K1 Ca ag | CHO-K1 Ca antag | M1 ag | CHO parental Ca | V1R ag counter
COc1ccc(C(=O)Nc2ccc(-c3ccc(NC(=O)c4ccc(OC)cc4)c(OC)c3)cc2OC)cc1 | -1 | 20 | -1 | 0 | 0.0 | -6 | -4 | -14 | 0.9
CNC(=O)C1CC(=O)N(c2ccc(OCC(=O)Nc3ccccc3)cc2)C1 (configuration not stated) | nt | 10 | -14 | 2 | 0.4 | -9 | -4 | nt | nt
Cc1cc(C)c(NC(=O)COC(=O)Cc2cccs2)c(C)c1 | -4 | -18 | -14 | 0 | 0.0 | 2 | -3 | 3 | -0.3
CN(CC/C=C1/c2ccccc2CSc2ccccc21)CCCO | -4 | 16 | -6 | 4 | 2.2 | -6 | -9 | -3 | 2.1
CC(NC(=O)c1cccc2ccccc12)c1ccc2c(c1)CCCC2 (configuration not stated) | -8 | 10 | 7 | 0 | 0.0 | -12 | -7 | -3 | -0.3
OC1(c2ccccc2)CCN(Cc2ccccc2)CC1 | -5 | -5 | 22 | 1 | -0.2 | -10 | -5 | -12 | 0.3
COc1ccc(C)cc1S(=O)(=O)NCCc1ccccc1 | -4 | 16 | 0 | 6 | 3.6 | -7 | -7 | -16 | 0.8
O=S(=O)(c1ccc2c(c1)N(Cc1ccc(Cl)cc1)C1CCCN21)N1CCOCC1 (configuration not stated) | -8 | 0 | -22 | 1 | 0.2 | 4 | -9 | -16 | 0.3
CCN(CC)CCC(=O)NC(C)(C)Cc1ccc(O)cc1 | 6 | 5 | -5 | 2 | 0.4 | 0 | -5 | -5 | -0.1
C=CCn1c(=O)c2ccccc2n2c(SCC(=O)NCc3cccs3)nnc12 | -14 | -6 | -2 | 14 | 0.0 | -1 | -2 | -9 | -1.1
O=C1CC(c2ccc(Cl)c([N+](=O)[O-])c2)c2ccc3ccccc3c2N1 (configuration not stated) | -9 | 21 | 11 | -1 | 1.1 | -10 | -6 | -28 | 1.1
O=C(COC(=O)c1ccc(O)cc1O)c1ccc(Cl)cc1 | -10 | 6 | 15 | 4 | 1.0 | 2 | 1 | -6 | 2.4
COc1cccc(NC(=S)N(CCc2nc3cc(C)c(C)cc3[nH]2)Cc2cccnc2)c1 | -6 | 8 | 2 | 1 | 0.4 | -19 | -8 | -26 | -0.4
CN1CCN(c2ccc(NC(=O)c3ccc(C(F)(F)F)cc3)cn2)CC1 | -3 | -7 | -15 | 32 | 1.6 | -8 | -7 | 1 | 1.4
CC12CCC(=O)N1C(C(=O)NCCc1ccccc1)CS2 (configuration not stated) | nt | 12 | -17 | 9 | 1.1 | -9 | -3 | nt | nt
O=C(NCCN1CCOCC1)c1ccc2c(c1)ncn2C1CCCCC1 | 1 | 21 | 2 | 4 | 0.6 | 0 | 2 | -8 | 1.3
COc1ccc([N+](=O)[O-])cc1NC(=O)c1cn(-c2ccc(Cl)cc2)c(=O)c2ccccc12 | 0 | 30 | 7 | 2 | 1.5 | -13 | -10 | -13 | -0.4
Cc1sc2nc(SCC(=O)NCCO)n(-c3ccccc3)c(=O)c2c1C | -5 | 13 | 13 | 2 | 0.2 | -14 | -5 | -1 | -0.6
O=S(=O)(NCC1CCCO1)c1cc(Br)c(Br)s1 (configuration not stated) | -15 | 13 | -7 | 4 | 0.6 | -6 | -3 | -27 | -0.2
CCc1nccn1Cc1cc(C=O)ccc1OC | 0 | 4 | -7 | 1 | 0.1 | -9 | -9 | 6 | 0.6

The last 5 compounds of the part before come first, to join the parts.
SMILES | OXTR potentiator | M1 PAM parental | TAAR1 antag | TAAR1 agonist | CHO-K1 Ca ag | CHO-K1 Ca antag | M1 ag | CHO parental Ca | V1R ag counter
O=C(NCCN1CCOCC1)c1ccc2c(c1)ncn2C1CCCCC1 | 1 | 21 | 2 | 4 | 0.6 | 0 | 2 | -8 | 1.3
COc1ccc([N+](=O)[O-])cc1NC(=O)c1cn(-c2ccc(Cl)cc2)c(=O)c2ccccc12 | 0 | 30 | 7 | 2 | 1.5 | -13 | -10 | -13 | -0.4
Cc1sc2nc(SCC(=O)NCCO)n(-c3ccccc3)c(=O)c2c1C | -5 | 13 | 13 | 2 | 0.2 | -14 | -5 | -1 | -0.6
O=S(=O)(NCC1CCCO1)c1cc(Br)c(Br)s1 (configuration not stated) | -15 | 13 | -7 | 4 | 0.6 | -6 | -3 | -27 | -0.2
CCc1nccn1Cc1cc(C=O)ccc1OC | 0 | 4 | -7 | 1 | 0.1 | -9 | -9 | 6 | 0.6
COC(=O)c1ccc(NC(=O)COC(=O)COc2cccc3c2OC(C)(C)C3)cc1 | -8 | 13 | -1 | 0 | 3.5 | -5 | -1 | -8 | 3.6
O=C(O)CC1(CC(=O)NCc2ccncc2)CCCCC1 | -8 | -3 | -18 | 2 | 0.7 | 0 | -4 | -7 | 1.1
CCn1c(=O)n(CC)c2cc(NS(=O)(=O)c3ccccc3)ccc21 | -1 | 28 | -28 | 1 | 3.8 | -16 | -2 | -9 | 1.8
Cc1ccc(S(=O)(=O)Nc2ccc3c(c2)nc2n3CCN(Cc3ccccc3)C2)cc1 | -6 | 9 | 3 | 11 | 1.5 | -27 | -6 | -6 | 0.9
CCCc1cc2c(=O)c(-c3ccccn3)c(C)oc2cc1O | -5 | -1 | -31 | 5 | -0.5 | -10 | -3 | -5 | 0.6
O=C(O)Cc1coc2ccc3ccccc3c12 | -6 | 4 | 4 | 0 | 0.7 | -12 | -1 | -7 | 0.8
O=Cc1ccc(-c2cccs2)s1 | nt | 10 | -32 | -1 | -0.3 | -8 | -2 | nt | nt
CCOc1ccc(NC(=O)C2CC(=O)N(C(C)C)C2)cc1 (configuration not stated) | -16 | 9 | -2 | 13 | 0.0 | 2 | -2 | -16 | -0.7
Cc1cc(NC(=O)Cn2nc(-c3cccs3)ccc2=O)cc(C)c1Br | -4 | 2 | -2 | 0 | 0.9 | -9 | -4 | -9 | 0.6
Cc1nccn1CCC1CCCCN1C(=O)CCc1nnc(-c2ccsc2)o1 (configuration not stated) | -9 | 11 | 5 | 6 | 0.6 | -6 | -13 | -5 | 0.5

A few values from above:
OXTR potentiator with COc1ccc(C(=O)Nc2ccc(-c3ccc(NC(=O)c4ccc(OC)cc4)c(OC)c3)cc2OC)cc1 reads -1
CHO-K1 Ca ag with O=C1CC(c2ccc(Cl)c([N+](=O)[O-])c2)c2ccc3ccccc3c2N1 (configuration not stated) reads 1.1

Further compounds.
SMILES | OXTR potentiator | M1 PAM parental | TAAR1 antag | TAAR1 agonist | CHO-K1 Ca ag | CHO-K1 Ca antag | M1 ag | CHO parental Ca | V1R ag counter
COc1cc(NC(=O)Nc2nnc([C@H]3C[C@H](O)[C@@H](CO)O3)s2)cc(OC)c1OC | nt | 12 | -23 | 2 | 0.3 | -6 | -2 | nt | nt
COc1ccccc1C(=O)N/C(=C\c1cn(C)c2ccccc12)C(=O)N1CCCC1 | -2 | 10 | -23 | 2 | 1.4 | -11 | -2 | -14 | 3.8
O=C(NNC(=O)c1ccccc1Br)c1ccc(Cl)c(Cl)c1 | -7 | 19 | 9 | 3 | 1.1 | -12 | 0 | -7 | 3.0
Cc1ccc(C(=O)Nc2ccc(Cl)cn2)cc1S(=O)(=O)N1CCOCC1 | -6 | 9 | -4 | 3 | 0.7 | -2 | -2 | -15 | -0.3
CC1(Br)C2CCCC1C2S(=O)(=O)c1ccccc1 (configuration not stated) | -4 | -8 | -6 | 0 | -0.2 | 6 | -7 | -2 | -0.6
Cc1ccc(N2C(=O)c3ccccc3C2C(=O)c2ccc(C)c(C)c2O)cc1 (configuration not stated) | 3 | 1 | -22 | 7 | 0.7 | -6 | -6 | -20 | -0.7
O=C(NNC(=O)c1ccc(-n2cncn2)c([N+](=O)[O-])c1)c1ccccc1 | -3 | 5 | 1 | 0 | -0.6 | -3 | -1 | -8 | 0.3
Cc1cccc(NC(=O)COC(=O)[C@@H]2CCCN2C(=O)c2cccs2)c1 | -9 | 1 | 7 | 1 | 0.7 | -11 | -3 | -13 | 1.6
CCc1ccc(CN2CCC(n3nccc3NC(=O)c3cccc(F)c3)CC2)cc1 | -6 | 1 | -13 | 10 | 5.3 | -6 | 1 | -14 | 4.4
N#C/C(=C\c1ccccc1OCc1ccc(C(=O)O)cc1)C(=O)Nc1ccc(O)cc1 | -8 | -7 | 16 | 0 | -0.8 | 8 | 1 | -5 | 0.6
CC(C)=CCN1CCN(Cc2cc(F)ccc2-n2nc(C)cc2C)CC1CCO (configuration not stated) | -5 | 12 | -6 | 2 | 0.1 | -1 | -9 | -14 | 0.5
Cc1nc(N)sc1-c1csc(N(C)c2ccc(O)cc2)n1 | -6 | -11 | 15 | 2 | 2.2 | 11 | -6 | -1 | 3.5
COc1cc(C(=S)N2CCOCC2)cc(OC)c1OC(=O)c1ccccc1[N+](=O)[O-] | -3 | -1 | 13 | 18 | 2.4 | 2 | -1 | -22 | 0.6
CCOC(=O)C1=C[C@@H](c2ccccc2)N(S(=O)(=O)c2ccc(C)cc2)[C@H]1c1ccccc1Cl | nt | -3 | -13 | 3 | 0.0 | 21 | -2 | nt | nt
Nc1ccc(-c2nc3cc(N)ccc3s2)cc1 | -5 | 2 | -20 | 2 | 1.6 | 1 | -1 | -7 | -0.1
COc1ccc(OC)c(S(=O)(=O)NC(=O)C2(C)CCN2C(=O)Cc2ccc(Cl)cc2Cl)c1 (configuration not stated) | nt | 17 | -12 | 1 | 0.7 | -17 | -1 | nt | nt
COc1cc(C2c3c(oc4ccccc4c3=O)C(=O)N2Cc2ccco2)ccc1O (configuration not stated) | 3 | 12 | 9 | 5 | 0.1 | 2 | -2 | -11 | 1.7
